# Screening data from PubChem BioAssay.
# T cell modulator – modulators of CD8 T cell-vesicle binding, primary screen, mouse 2C CD8+ T cells, flow cytometry | calls only at 7 µM | 2C CD8+ T cell-vesicle binding; hits give low values | hit rate 0.068% among 330,000;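 active means response, share of CD8 T cells binding vesicles, and their 90th percentile fluorescence all below set limits, cut at about 80% in these data, passing the limit was not always enough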
#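 material = purified 2C TCR transgenic mouse naive CD8+ T cells | controls = Unloaded micro-vesicles (low), QL9 vesicles with 0.7% DMSO (high) | detection = cytometric PE anti-B7-1 and Alexa647 anti-CD8 signals after 1% paraformaldehyde fixation | incubation = binding step 1.5 h, 37 °C, antibody labelling 20 min, ice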
# T cell modulator vesicle-bound % – further read-out of T cell modulator, marked with its call; double positive events, %; measured here: CD8+ vesicle-bound cell fraction;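 binding gate set so that unloaded-vesicle control wells show 10% double positive cells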
# * marks the source's active call; other numbers are inactive results; i = inactive.
# Each structure is followed by: T cell modulator | T cell modulator vesicle-bound %
CCOC(=O)C1=C(COC(=O)c2ncc(Cl)c(Cl)c2Cl)NC(=O)NC1C (stereo unspecified)
    i | 14
CC(=O)Nc1ccc(N2C(=O)CSC2c2ccccc2)cc1 (stereo unspecified)
    i | 46
O=C(CN1C(=O)NC2(CCCCC2)C1=O)N1CCN(S(=O)(=O)c2ccc(F)cc2)CC1
    i | 11
COc1cc(OC)c(/C=N/NC(=O)c2ccncc2)c(OC)c1
    i | 58
CN(C)c1ccc(S(=O)(=O)NCC(=O)OCC(=O)NC(=O)C2CCCCC2)cc1[N+](=O)[O-]
    i | 6
Cc1ccc(NC(=O)CCS(=O)(=O)c2cc3[nH]c(=O)c(=O)[nH]c3cc2C)cc1
    i | 10
CCC(=O)N1CCc2cc(S(=O)(=O)NCCC(=O)Nc3ccc(OC)cc3)ccc21
    i | 41
Clc1ccc(OCCn2ccnc2)cc1Cl
    i | 46
CC(C)(C)c1ccc(C(=O)OCCN2CCCCC2)cc1
    i | 17
Nc1ncccc1C(=O)OCC(=O)NC1CCCCCC1
    i | 11
COc1ccc(NS(=O)(=O)c2cccc(C(=O)NCCCN3CCOCC3)c2)cc1
    i | 58
CC(=O)N1CCCc2cc(S(=O)(=O)N3CCCC(C(=O)NCc4ccccc4)C3)ccc21 (stereo unspecified)
    i | 29
COc1ccc(-c2nc(CSCC(=O)NCCCN3CCCC3=O)c(C)o2)cc1OC
    i | 5
CC(=O)c1ccc(S(=O)(=O)NCCCC(=O)N(C)Cc2ccc3c(c2)OCO3)cc1
    i | 33
Cc1ccc(NC(=O)Cn2ncc3ccccc32)c(Cl)c1
    i | 46
Cc1ccsc1C(=O)NCCc1ccco1
    i | 27
COc1ccc(Cl)cc1NC(=O)CN(C)C(=O)c1cc(=O)c2ccccc2o1
    i | 21
COc1ccc(NC(=O)/C=C/c2ccc(S(=O)(=O)N3CCOCC3)cc2)cc1
    i | 15
CN1CCN(C(CNC(=O)Nc2ccc(Cl)cc2)c2ccc(F)cc2)CC1 (stereo unspecified)
    i | 13
Cc1cccc(NC(=S)NC2CCCC2)c1C
    i | 60
CN(C(=O)c1ccc(NC(=O)Cc2ccc(NC(=O)C3CCCN(C(=O)C4CCCC4)C3)cc2)cc1)C1CC1 (stereo unspecified)
    i | 45
O=C(c1ccncc1)N1CCN(S(=O)(=O)c2ccccc2F)CC1
    i | 25
CC1CC(C)CN(S(=O)(=O)CC23CCC(CC2=O)C3(C)C)C1 (stereo unspecified)
    i | 24
COc1ccc(S(=O)(=O)/N=C2\C=C(Nc3ccc(O)cc3)C(=O)c3ccccc32)cc1
    i | 14
O=C(COC(=O)c1ccc(Cl)nc1)NNC(=O)c1ccc(Br)cc1
    i | 37
CN(c1ccc(OCC(=O)OCC(=O)Nc2ccc(OC(F)F)cc2)cc1)S(=O)(=O)c1cccs1
    i | 21
CNC(=O)COc1ccc2oc3c(c2c1)CCCC3
    i | 40
CCn1c2ccc(C)cc2c2nnc(SCCN3CCCCC3)nc21
    i | 43
Cc1cc(C)n(C(=O)c2ccc([N+](=O)[O-])cc2Cl)n1
    i | 24
COc1ccccc1CN1C(=NC(=O)CCC2CCCC2)SC2CS(=O)(=O)CC21 (stereo unspecified)
    i | 7
C=CCn1c(SCC(=O)N2CCCCCC2)nc2ccccc2c1=O
    i | 33
O=C(COc1ccc(Br)cc1)NC1CC1
    i | 10
O=C(COc1ccc2ccc(=O)oc2c1)Nc1cc([N+](=O)[O-])ccc1F
    i | 40
CCN(CC)C(=O)CSc1nc(O)c(Cc2ccc(OC)cc2)c(=O)[nH]1
    i | 18
O=C1COc2ccc(C(=O)COC(=O)CNS(=O)(=O)c3cccc(F)c3)cc2N1
    i | 55
Cc1ccc(NC(=O)C2CCCN(c3ncccn3)C2)c(C)c1 (stereo unspecified)
    i | 21
COc1ccccc1-c1nnc(-c2ccc(C)cc2)o1
    i | 32
O=C(c1cc2cc(F)ccc2[nH]1)N1CCC(Cc2ccccc2)CC1
    i | 45
COc1ccc(C2/C(=C(/O)c3ccc(S(=O)(=O)N4CCOCC4)cc3)C(=O)C(=O)N2CCN2CCOCC2)cc1 (stereo unspecified)
    i | 29
O=C(c1ccc2nccnc2c1)N1CCN(c2ccccc2)CC1
    i | 4

# Exported with bars between the fields: part of the list above.
Molecule | T cell modulator | T cell modulator vesicle-bound %
CN(C(=O)c1ccc(NC(=O)Cc2ccc(NC(=O)C3CCCN(C(=O)C4CCCC4)C3)cc2)cc1)C1CC1 (stereo unspecified) | i | 45
O=C(c1ccncc1)N1CCN(S(=O)(=O)c2ccccc2F)CC1 | i | 25
CC1CC(C)CN(S(=O)(=O)CC23CCC(CC2=O)C3(C)C)C1 (stereo unspecified) | i | 24
COc1ccc(S(=O)(=O)/N=C2\C=C(Nc3ccc(O)cc3)C(=O)c3ccccc32)cc1 | i | 14
O=C(COC(=O)c1ccc(Cl)nc1)NNC(=O)c1ccc(Br)cc1 | i | 37
CN(c1ccc(OCC(=O)OCC(=O)Nc2ccc(OC(F)F)cc2)cc1)S(=O)(=O)c1cccs1 | i | 21
CNC(=O)COc1ccc2oc3c(c2c1)CCCC3 | i | 40

# Looked up above.
# T cell modulator vesicle-bound % with O=C(COc1ccc(Br)cc1)NC1CC1 : 10
# T cell modulator vesicle-bound % with CCN(CC)C(=O)CSc1nc(O)c(Cc2ccc(OC)cc2)c(=O)[nH]1 : 18
# T cell modulator vesicle-bound % with CCn1c2ccc(C)cc2c2nnc(SCCN3CCCCC3)nc21 : 43
# T cell modulator vesicle-bound % with O=C(COc1ccc2ccc(=O)oc2c1)Nc1cc([N+](=O)[O-])ccc1F : 40
# T cell modulator vesicle-bound % with O=C(c1cc2cc(F)ccc2[nH]1)N1CCC(Cc2ccccc2)CC1 : 45

# More records.
# Each structure is followed by: T cell modulator | T cell modulator vesicle-bound %
CCN(CC)CCNC(=O)c1ccc(NC(=O)c2cccc(-n3cnnn3)c2)cc1
    i | 53
OC(C#CCN1CCCCC1)(c1ccccc1)c1ccccc1
    i | 30
CC(=O)OCC1=C(C(=O)O)N2C(=O)C(NC(=O)CC(C)c3ccccc3)C2SC1 (stereo unspecified)
    i | 37
COc1ccc(CCNC/C=C/c2ccccc2)cc1
    i | 62
CCOc1ccc(S(=O)(=O)N2CCC(C(=O)NCC3CCCO3)CC2)cc1C (stereo unspecified)
    i | 12
COc1ccc(-c2nnn(CC(=O)N(CC(=O)NC3CCCC3)c3ccccc3F)n2)cc1OC
    i | 27
COC(=O)c1c(NC(=O)Cc2ccc(OC)c(S(=O)(=O)N3CCOCC3)c2)sc(C)c1C
    i | 39
CC(=NNC(=O)c1cc(C)nc2ccccc12)c1ccc(N2CCOCC2)cc1
    i | 48
O=C(COC(=O)CCC1CCCC1)Nc1ccc(F)cc1
    i | 35
COc1ccc(CCNC(=O)COc2cc(O)c3c(c2)OC(C)(C)CC3=O)cc1OC
    i | 26
CN(C)c1ccc(CNC(=O)CN2C(=O)COc3ccc(S(=O)(=O)N4CCCC4)cc32)cc1
    i | 14
COc1ccc(NC(=O)C2C3C=CC4(O3)C2C(=O)N(CCCN2CCCCC2)C4C(=O)NC2CCCC(C)C2C)cc1 (stereo unspecified)
    i | 58
O=C(CN1CCN(S(=O)(=O)c2ccc(Cl)cc2)CC1)NCc1cccs1
    i | 52
CC1CN(C(=O)CSc2nnc(-c3cccs3)n2N)CC(C)O1 (stereo unspecified)
    i | 38
CCOC(=O)c1cc(S(=O)(=O)N2CC(C)CC(C)C2)cn1C (stereo unspecified)
    i | 44
CC(C)(C)N(Cc1ccccc1)C(=O)c1cccs1
    i | 60
Cn1c(SCC(=O)Nc2ccccc2Cl)nnc1C1CC1
    i | 26
COC(=O)c1cc2c(=O)c3ccccc3oc2nc1/C=C/N(C)C
    i | 28
Nc1nnnn1/N=C/c1ccccc1
    i | 11
O=S(=O)(c1cccnc1)N1CCn2cccc2C1c1ccccc1F (stereo unspecified)
    i | 61
CC(NC(=O)CN1C(=O)NC2(CCCCCC2)C1=O)c1ccccc1 (stereo unspecified)
    i | 48
O=C(Nc1ccc(-c2n[nH]c(=S)o2)cc1)c1ccccc1
    i | 10
ClC1(Cl)CC1CSc1nnc(-c2ccncc2)o1 (stereo unspecified)
    i | 59
C=CCn1cccc(C(=O)Nc2ccc(SC)cc2)c1=O
    i | 49
Cc1ccccc1NC(=O)CSc1cn[nH]n1
    i | 24
O=C(NCCS(=O)(=O)N1CCN(c2ccccc2F)CC1)c1ccc(Cl)cc1
    i | 42
Cc1ccccc1C(=O)Nc1ccccc1NC(=O)c1ccccc1Br
    i | 10
Cc1ccc(C(=O)CCC(=O)OCC(=O)NNC(=O)c2ccccc2Cl)cc1
    i | 41
CCCn1c(N)c(N(CCOC)C(=O)c2ccc(Cl)c([N+](=O)[O-])c2)c(=O)[nH]c1=O
    i | 42
CCC(C)(C)NC(=O)C(c1ccc(C)cc1)N(CC1CCCO1)C(=O)c1csnn1 (stereo unspecified)
    i | 42
Cc1c(C(=O)OCC(=O)NCc2ccco2)cccc1[N+](=O)[O-]
    i | 42
CCN(CC)CCNC(=O)c1ccc(NC(=O)C2CC(=O)N(CCc3ccc(OC)c(OC)c3)C2)cc1 (stereo unspecified)
    i | 40
NC(=O)C1CCN(C(=O)c2cc(Cl)c3c(c2)OCCO3)CC1
    i | 18
COc1ccc(N2CCN(C(=O)c3cccc(NC(=O)c4ccco4)c3)CC2)cc1
    i | 10
CC(Sc1nnc(-c2ccco2)n1C)C(=O)N(C)C1CCCCC1 (stereo unspecified)
    i | 51
CCOC(=O)[C@@H]1[C@H]2COc3cc(OC)ccc3[C@@H]2N2C(=O)N(c3ccc(Cl)cc3)C(=O)[C@@]12C
    i | 12
CCOC(=O)N1CCN(c2nc(-c3cccs3)nc3ccccc23)CC1
    i | 52
O=C(CCNS(=O)(=O)c1cccc(C(F)(F)F)c1)NC1CC1
    i | 11
O=C(Cc1cccs1)NCCc1ccc(F)cc1
    i | 58
O=C(NC1CCCCC1)C(c1c(F)cccc1Cl)N(C(=O)c1csnn1)C1CC1 (stereo unspecified)
    i | 17
COc1ccc(NC(=O)COC(=O)c2ccc(-n3cnnn3)cc2)c([N+](=O)[O-])c1
    i | 54
CN(C(=O)C1CCN(S(=O)(=O)c2ccccc2[N+](=O)[O-])CC1)C1CCCCC1
    i | 16
CSc1ccc(CN(C)C(=O)c2ccc(S(=O)(=O)Nc3ccccc3)cc2)cc1
    i | 30
CCOC(=O)c1c(S(=O)(=O)NCC(=O)Nc2cc(C)ccc2C)c(C)n(C)c1C
    i | 36
O=C(NCc1ccccc1)c1cnc(Cl)c(Cl)c1
    i | 32
O=C(c1ccc(NS(=O)(=O)c2ccc(F)cc2)cc1)N1CCCCC1
    i | 23
Cc1ccc(OCC(=O)Oc2ccccc2[N+](=O)[O-])cc1
    i | 21
CCCCOC(=O)C1=C(C)NC(=O)NC1c1cc2c(cc1Br)OCO2 (stereo unspecified)
    i | 63
O=C(C1CCN(S(=O)(=O)c2ccc(Cl)cc2)CC1)N1CCCCCCC1
    i | 8
COc1ccc(CNCC(O)(c2ccccc2)c2ccc(F)cc2)cc1OC (stereo unspecified)
    i | 55
CCOC(=O)C1(Cc2cccc(OC)c2)CCCN(C(=O)c2cc(CC(C)C)[nH]n2)C1 (stereo unspecified)
    i | 64
Cc1cc(OCC(=O)NCc2cccnc2)c2c(C)cc(=O)oc2c1
    i | 20
O=S(=O)(Nc1ccc2c(c1)OCO2)c1ccc(F)c(F)c1
    i | 38
CCC(C)c1ccc(NC(=O)Nc2cccnc2)cc1 (stereo unspecified)
    i | 8
CN(CCc1ccccc1)c1ccc([N+](=O)[O-])cn1
    i | 52
CN(C)C(CNC(=O)c1ccccc1C(F)(F)F)c1ccco1 (stereo unspecified)
    i | 50
CC(C)C(NC(=O)c1ccccc1)C(=O)NC1CCCc2ccccc21 (stereo unspecified)
    i | 42
CC(=O)OCCC(C)C
    i | 17
O=C(CNC(=O)N1CC(=O)Nc2ccccc21)NCc1ccc(Cl)cc1
    i | 30
CC(C)Nc1ccc(-n2nc3ccccc3[n+]2[O-])cc1
    i | 17

# (next part)
# Each structure is followed by: T cell modulator | T cell modulator vesicle-bound %
O=C(COC(=O)c1ccccc1NCCO)Nc1cc(C(F)(F)F)ccc1N1CCOCC1
    i | 50
COCCNC(=O)Cn1cc(/C=C(\C#N)C(=O)NC2CC2)c2ccccc21
    i | 59
COc1ccc(NC(=O)C/C(C)=N/NC(=O)c2cnccn2)c(OC)c1
    i | 36
O=C(CNC(=O)c1cccnc1)N/N=C/c1ccc(O)cc1O
    i | 55
COc1cccc(NC(=O)N2CCc3ccccc3C2)c1
    i | 18
COC(=O)CN1C(=O)[C@H]2[C@@H](/C=C/c3ccccc3)N3C(=O)CN(Cc4ccccn4)C(=O)[C@@]3(Cc3ccccc3)[C@H]2C1=O
    i | 9
COc1cccc(-c2nc(CS(=O)(=O)CC(=O)NC3CC3)c(C)o2)c1
    i | 11
CCCCN(C)C(=O)C1CCC(CNS(=O)(=O)c2ccc3c(c2)CC(C)N3C(C)=O)CC1 (stereo unspecified)
    i | 26
C[C@H](CO)N1C[C@H](C)[C@@H](CN(C)C)Oc2c(NC(=O)C3CC3)cccc2C1=O
    i | 48
Cc1ccc(C(=O)NNC(=O)CSc2nnc(C(C)C)n2C)cc1
    i | 49
COc1ccc2oc(C(=O)N(C)Cc3ccc4c(c3)OCCO4)c(C)c2c1
    i | 47
COc1ccc(C(=O)NCCNc2nc3ccc(C)cc3cc2C#N)cc1
    i | 53
NC(=O)C[C@H](NC(=O)c1ccc(Cl)cc1)C(=O)OCc1ccccc1
    i | 47

# Only part of the results is shown; count on the stated rates, not on these rows.
